AddAB inh = less growth of phage-infected E. coli with AddAB; E. coli expressing H. pylori AddAB, absorbance growth; inhibition, % at 11.9 µM; 330,000 compounds, 0.29% hits; AID 435030; in the data active = inhibition above about 12%;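 also: 0% = vehicle wells of infected cells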
HTR5A inv ctr = counter-screen for OPRM1-OPRD1 inverse agonists: human HTR5A inverse agonism; 340,000 compounds, 0.083% hits; P47898; inhibition, % at 9.3 µM; HTR5A cell line, luminescence; in the data active = inhibition mostly above about 23%, no sharp cut-off; inactive = mostly below about 18%;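 also: 0% = cells with DMSO and 100% = no-cell wells with DMSO; some compounds called inactive have numbers as strong as hits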
Target sequence (P47898 whole entry, looked up): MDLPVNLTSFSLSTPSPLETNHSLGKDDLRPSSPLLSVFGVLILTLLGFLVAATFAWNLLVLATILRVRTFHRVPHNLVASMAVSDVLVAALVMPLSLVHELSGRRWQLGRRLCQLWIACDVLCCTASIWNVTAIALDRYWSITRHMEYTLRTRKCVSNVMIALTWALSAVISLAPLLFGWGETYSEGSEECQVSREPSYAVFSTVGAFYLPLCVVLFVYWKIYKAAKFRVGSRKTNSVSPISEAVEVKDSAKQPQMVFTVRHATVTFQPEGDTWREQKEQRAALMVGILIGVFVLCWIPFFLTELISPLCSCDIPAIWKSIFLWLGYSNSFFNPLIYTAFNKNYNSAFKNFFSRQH
E coli growth = bacterial growth inhibition, counter-screen for AddAB inhibitors. E. coli V3065 growth, OD600 absorbance, 18 h. inhibition, % at 11.9 µM. 330,000 compounds, 0.27% hits;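 active = inhibition above the campaign's mean inhibition across all tested compounds plus 3 SD, cut at about 9.9% in these data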;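 also: uninfected addAB+ strain grown without phage in ampicillin broth; 0% = DMSO wells and 100% = ciprofloxacin 0.95 µg/ml wells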
Tat export inh = inhibitors of E. coli Tat protein transport; E. coli MC4100 TorA-mCherry Tat export, fluorescence; inhibition, % at 10 µM; 340,000 compounds, 0.036% hits;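 active = mean replicate inhibition at least 50% and at least half of replicates individually reaching 50%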;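 also: exported cargo escapes ClpAP degradation while cytoplasmic cargo is degraded and loses fluorescence; 0% = median of neutral control wells and 100% = median of NaSCN control wells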
PKA-R1A activ = activators of PKA-R1A complex; PKA-R1A dissociation, Cy5-IP20 fluorescence polarization; scaled: DMSO 0%, 113 µM cGMP 100%; P00514+P68181; 340,000 compounds, 0.083% hits; activation, % at 11.4 µM; AID 504707;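 active = percent activation above the mean of all tested compounds plus 3 SD, cut at about 19% in these data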;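 also: higher means more PKAc released from R1A so a rise in polarization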
PfHsp90 yeast 2 = growth inhibition of yeast expressing Plasmodium Hsp90; S. cerevisiae expressing PfHsp90, BacTiter-Glo ATP, 48 h; yeast lacking PDR1 and PDR3 efflux regulators; inhibition, % at 9.4 µM; 310,000 compounds, 0.32% hits;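 active = every replicate shows inhibition above about 80%, whatever the replicate mean, limit read from the data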;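 also: 0% = DMSO neutral controls and 100% = 20 µM radicicol positive controls; yeast relying on Plasmodium falciparum Hsp90 in place of its own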
PKA-R2B activ = activates the human PKA-R2B holoenzyme complex; P22694+P31323; PKA-R2B holoenzyme dissociation, Cy5-IP20 fluorescence polarization; R2B truncated from residue 108, S112A mutant; 0% DMSO only, 100% 113 µM cGMP; activation, % at 11.4 µM; 340,000 compounds, 0.079% hits; AID 504700;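 active = activation above a cutoff set at the mean over all compounds plus 3 SD, cut at about 18% in these data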;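 also: higher means more holoenzyme dissociation and a rise in polarization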
Target sequence (P31323 whole entry, looked up, other chains not shown, the tested form may be a part): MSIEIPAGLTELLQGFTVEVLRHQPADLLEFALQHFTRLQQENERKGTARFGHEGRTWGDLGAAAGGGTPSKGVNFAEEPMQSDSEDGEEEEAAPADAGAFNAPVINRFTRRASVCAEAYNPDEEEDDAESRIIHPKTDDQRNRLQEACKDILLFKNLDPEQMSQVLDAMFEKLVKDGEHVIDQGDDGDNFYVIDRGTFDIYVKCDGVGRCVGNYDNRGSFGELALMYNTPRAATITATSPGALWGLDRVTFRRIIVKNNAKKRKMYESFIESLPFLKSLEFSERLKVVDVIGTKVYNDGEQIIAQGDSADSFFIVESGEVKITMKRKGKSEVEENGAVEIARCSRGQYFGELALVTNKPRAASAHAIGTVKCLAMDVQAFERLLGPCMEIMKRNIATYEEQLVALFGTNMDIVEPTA
OPRM1-OPRD1 inv = mu-delta opioid heterodimer inverse agonism | P35372+P41143 | cell-based MOR-DOR heterodimer luminescence | inhibition, % at 9.3 µM | 340,000 compounds, 0.21% hits | AID 504357; in the data active = inhibition above about 22%, passing the limit was not always enough;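 also: 0% = cells with DMSO and 100% = wells without cells with DMSO; values of inactives mirror those of a sister screen read the other way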
MOR-DOR ag = agonists of human mu-delta opioid receptor heterodimerization; P35372+P41143; cells, OPRM1-OPRD1 heterodimerization, luminescence; activation, % at 9.3 µM; 340,000 compounds, 0.3% hits; in the data active = activation above about 18%;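 also: 0% = vehicle-treated cells and 100% = reference agonist; values of inactives mirror those of a sister screen read the other way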
phage Ecoli inh = E. coli growth loss with phage present; growth absorbance; inhibition, % at 11.9 µM; 360,000 compounds, 0.26% hits; in the data active = inhibition above about 11%
Mot1-301 SUMO = SUMOylation pathway inhibition by Mot1-301 growth rescue | S. cerevisiae Mot1-301 growth rescue, ATP luminescence, 38.5C; percent above DMSO median, 100 means doubled | growth rescue, % at 18.8 µM | 320,000 compounds, 1% hits | AID 2716;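 active = every valid replicate shows activation above 250% relative to neutral control wells; inactive = the rest, any valid replicate at or below 250%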;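 also: OY570 slx delta 5 strain wells were the positive control but not used for scaling; some compounds called inactive have numbers as strong as hits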
Numbers without * were called inactive; i = inactive; x = no result given; + = active, no number.

Results follow in this order: AddAB inh, HTR5A inv ctr, E coli growth, Tat export inh, PKA-R1A activ, PfHsp90 yeast 2, PKA-R2B activ, OPRM1-OPRD1 inv, MOR-DOR ag, phage Ecoli inh, Mot1-301 SUMO
C=CCNC(=O)NC(=O)COC(=O)c1ccccc1Sc1ccc(C(F)(F)F)cc1[N+](=O)[O-]
 : 0.2, 11, -1.9, 10, 2, 1, -4, -37, 7.9, 3.5, 15
O=C(c1ccccc1)c1ccc(OCCCN2CCCC2)cc1
 : 1.5, 0, 1.1, 5, -6, 16, 4, 6, -1.1, 0.2, +
O=C(NNc1cccc(Cl)n1)c1ccccc1CC[N+](=O)[O-]
 : 3.4, 1, -0.9, 9, 12, 6, 1, 12, -2.3, 2.0, -2
OC1CCCN(Cc2ccc3ccc4cccc5ccc2c3c45)C1 (stereo not drawn)
 : 1.1, -7, -2.7, 0, 0, 6, -6, -34, 6.0, 1.5, -1
COc1ccc2nc(Nc3ccccc3OC)sc2c1
 : 4.5, -2, 0.7, 6, -6, 5, -12, 2, -0.4, 0.0, 7
Nc1nc2ccccc2[nH]1
 : x, 6, x, 4, -5, 7, 2, 15, -3.3, 2.2, 7
Cc1ccn2c(CN(C)CCn3nc(C)cc3C)c(C(=O)N3CCCCCC3)nc2c1
 : 3.0, -16, 2.3, -4, 0, 14, -9, 14, -2.6, 3.8, 1
O=C(c1cc(-c2cccc(Cl)c2)on1)N1CCOCC1
 : 0.7, -15, -4.2, -2, -10, 15, -4, 4, -0.6, 1.0, 60
Cc1cccc(/C(N)=N/OC(=O)COc2ccc(Cl)c(C)c2)c1
 : 2.2, 10, -1.9, 0, 3, -15, 1, -20, 3.8, 1.2, -7
COc1cc(OC)cc(C(=O)N2CCC(C(=O)N3CCOCC3)CC2)c1
 : 0.2, 4, -2.3, -6, 3, -17, 8, 3, -0.3, 2.0, -1

Carrying on:
Results follow in this order: AddAB inh, HTR5A inv ctr, E coli growth, Tat export inh, PKA-R1A activ, PfHsp90 yeast 2, PKA-R2B activ, OPRM1-OPRD1 inv, MOR-DOR ag, phage Ecoli inh, Mot1-301 SUMO
C=CCNC(=S)N/N=C(\C)c1ccc(-n2ccnc2)cc1
 : 1.7, 0, -1.1, -7, -2, 16, -1, 8, -1.7, 3.0, 5
COC(=O)c1sc2ccccc2c1-n1cccc1C(=O)C(=O)Nc1ccc(Cl)cc1
 : 0.8, 6, -0.6, -2, -7, -15, -8, 2, -0.4, -2.1, 1
CC1CC(C)CN(S(=O)(=O)N2CCCC(C(=O)NCCc3ccc(Cl)cc3)C2)C1 (stereo not drawn)
 : 1.7, -22, 0.4, 4, 2, 2, 2, -32, 5.9, 2.1, 5
O=C(NN1C(=O)/C(=C/C=C/c2ccccc2)SC1=S)c1ccncc1
 : -0.2, 16, -1.3, -7, 0, -22, 0, 16, -3.5, 2.9, 6
O=C(N/N=C/c1ccccn1)c1ccc(Cl)c(Cl)c1
 : -0.2, 15, -2.3, 7, 7, -4, -7, 23, -4.1, -1.8, -18
Cn1cc(CN2CCN(CCO)CC2)c(-c2ccc(Oc3ccccc3)cc2)n1
 : 0.1, 2, -0.3, 9, -15, -111, 6, 6, -1.4, 4.1, -27
COc1ccc(C(=O)NCc2cn3cccc(C)c3n2)cc1OC
 : 3.2, -8, 2.2, 12, -6, -12, -5, 12, -2.2, 2.7, 3
Cc1cccc(C(C(=O)NC2CCCC2)N(C(=O)c2csnn2)C2CCCC2)c1 (stereo not drawn)
 : 3.1, -20, -3.5, 0, -7, 0, 3, 13, -2.4, -1.3, 3
CCC(C)NS(=O)(=O)c1ccc(OCC(=O)NCc2ccc3c(c2)OCO3)cc1 (stereo not drawn)
 : 0.9, -11, -0.1, -3, -5, x, 0, 9, -1.6, 1.3, 3
O=C(c1ccc2nc(N3CCCCC3)sc2c1)N1CCN(Cc2ccc3c(c2)OCO3)CC1
 : -1.2, 5, -1.5, 2, -1, 35, 0, -5, 0.9, 0.2, 107

(cont.)
Results follow in this order: AddAB inh, HTR5A inv ctr, E coli growth, Tat export inh, PKA-R1A activ, PfHsp90 yeast 2, PKA-R2B activ, OPRM1-OPRD1 inv, MOR-DOR ag, phage Ecoli inh, Mot1-301 SUMO
Cc1oc(-c2cc(F)ccc2F)nc1CN1CCN(c2cnccn2)CC1
 : 4.5, -14, 1.6, 1, -8, -6, -15, 14, -2.5, 1.3, 351
O=C(COC(=O)CC1CCCC1)Nc1ccc(Cl)cc1
 : x, -2, x, -9, -4, x, -13, -26, 4.9, 3.0, x
COC(=O)c1sc2nc(N3CCCCC3)c3c(c2c1N)CCCC3
 : 5.5, -10, 1.5, 2, -4, 5, -1, -5, 0.9, 2.1, 251
Cc1ccc(-n2c(SCC(=O)NC3CCCCC3)nc3c(c2=O)SCC3)cc1
 : 2.3, -16, 0.5, -4, 0, -24, -11, 10, -1.7, 2.4, 9
Cc1cc([N+](=O)[O-])ccc1NC(=O)C[n+]1ccc(N(C)C)cc1
 : 0.2, 7, -0.6, 1, -4, 21, 2, 5, -0.9, 1.5, 1
C=CCN(C(=O)Cn1c(C(=O)OC)cc2oc(C)cc21)c1ccccc1
 : 2.6, 19, 0.4, 1, -3, 6, 7, -2, 0.3, 1.4, 5
O=C(c1ccccc1)c1cc[n+]([O-])cc1
 : 0.0, 1, 2.0, -4, 11, -29, 2, 16, -3.1, 4.1, -19
CCCOc1ccc(NC(=O)CC2C(=O)N(CC)C(=S)N2CCNC(C)=O)cc1 (stereo not drawn)
 : 1.7, 9, -0.7, -5, 1, x, -2, 12, -2.4, 1.7, -20
O=C(O)CC(Cn1cnnn1)c1ccccc1 (stereo not drawn)
 : 3.6, 12, -2.0, 2, 4, -14, 2, -5, 0.8, 3.4, 91
O=C(c1ccccc1)N1CCN(C(=O)c2ccc([N+](=O)[O-])cc2)CC1
 : 1.1, -5, -0.5, -7, -12, -18, 1, 1, -0.2, 0.2, 0

(more compounds)
Results follow in this order: AddAB inh, HTR5A inv ctr, E coli growth, Tat export inh, PKA-R1A activ, PfHsp90 yeast 2, PKA-R2B activ, OPRM1-OPRD1 inv, MOR-DOR ag, phage Ecoli inh, Mot1-301 SUMO
O=C(CSc1ncnc2c1oc1ccccc12)NCc1ccco1
 : 0.7, 27, -1.5, -3, -13, -3, -5, 11, -2.0, 0.8, -25
Cc1ccc(-n2cc(CNC(C)c3cnn(C)c3C)c(-c3ccc(F)cc3)n2)cc1 (stereo not drawn)
 : 1.8, -24, -1.3, 4, -12, -16, -3, i, 222*, 3.2, -19
CCOc1cc(C(=O)NC)cc(OCC)c1OCC
 : 1.1, 9, 2.2, -10, -2, 17, -1, -2, 0.4, -1.6, 33
CCOc1ccc(N(C)Cc2cc(=O)oc3ccc(OCC)cc23)cc1
 : x, -2, x, -8, -26, 0, -6, 16, -3.3, -0.8, 19
O=C(CCC1CCCN(c2ncccn2)C1)NCc1ccccc1F (stereo not drawn)
 : -1.6, 10, -0.9, -2, 14, 11, 5, 3, -0.3, 4.0, 10
CC1CCc2cc(F)ccc2N1C(=O)c1cnc2sccn2c1=O (stereo not drawn)
 : -1.9, -8, -2.7, 3, -12, 0, -5, 1, -0.2, 2.0, 7
CC(=O)c1cccc(S(=O)(=O)N2CCC(n3nnc4cc(F)ccc43)CC2)c1
 : 2.5, 1, -1.5, 0, -3, -17, 4, 10, -1.6, 2.9, 5
CCCCC(=O)NNC(=O)c1c(O)c2ccccc2[nH]c1=O
 : -1.2, 14, 0.4, -2, 2, 3, -8, 19, -3.8, -2.6, 30
O=C1CCC(=O)c2ccc3c4c(ccc1c24)CC3
 : x, -7, x, 3, -6, -23, -9, 6, -1.1, 2.4, x
S=C(Nc1ccc(Cl)cc1)c1nc2ccccc2s1
 : -1.0, 12, -2.3, -4, -9, x, 2, -12, 2.5, 1.2, 10

The list continues.
Results follow in this order: AddAB inh, HTR5A inv ctr, E coli growth, Tat export inh, PKA-R1A activ, PfHsp90 yeast 2, PKA-R2B activ, OPRM1-OPRD1 inv, MOR-DOR ag, phage Ecoli inh, Mot1-301 SUMO
Cc1ccnc(SCC(=O)n2c3c(c4ccccc42)CC(C)CC3)n1 (stereo not drawn)
 : 1.6, -23, 0.4, -3, -4, 2, -4, -18, 3.1, -2.3, -8
CCOC(=O)[C@H]1[C@H]2COc3ccc(C)cc3[C@@H]2N2C(=O)CN(C)C(=O)[C@@]12C
 : x, -16, x, -7, 3, -33, -2, 11, -2.4, 0.9, x
Cc1ccc2[nH]c(=O)c(CN(CCc3ccccc3)C(c3nnnn3Cc3ccco3)C(C)C)cc2c1 (stereo not drawn)
 : -0.5, -4, -0.2, 2, -6, -11, 3, -28, 5.1, -2.7, -2
C/C=C(\C)CN1CCC(n2nccc2NC(=O)CCCc2ccccc2)CC1
 : x, 9, x, 2, -12, 1, 1, 5, -1.0, 1.8, -11
COc1ccccc1C=NN1C(=O)CSC1=S
 : x, -3, x, -18, -4, -3, 7, 11, -2.6, 2.1, x
CCn1nc(C(=O)OCC(=O)N2CC(=O)Nc3ccccc32)c2ccccc2c1=O
 : 0.5, -14, -2.4, 12, 2, 18, -5, 1, -0.2, 5.2, 52
CN=c1scc(C)n1/N=C/c1cc(Br)c(O)c(Br)c1
 : 5.1, -1, 3.2, -1, -13, -4, -2, 13, -2.8, 2.1, -10
S=C(c1ccc(-c2ccc(Br)cc2)o1)N1CCCCC1
 : 0.2, 4, -0.2, 2, -7, 17, 5, -8, 1.6, 0.3, 3
CN(C)C(=O)CCc1ccc2c3c([nH]c2c1)[C@]1(CCc2ccccc2)[C@@H](C(=O)N2CCCCC2)C[C@H](CC(=O)NCCCn2ccnc2)C(=O)N1CC3
 : -3.0, 0, -2.5, 8, -3, -8, 3, 13, -2.6, -2.0, x
Nc1nonc1-n1nnc(C(=O)N/N=C/c2ccc(O)cc2)c1COc1ccc(F)cc1
 : 0.4, 5, -1.2, 0, -10, 0, -6, 1, -0.1, 0.5, 15

Next part.
Results follow in this order: AddAB inh, HTR5A inv ctr, E coli growth, Tat export inh, PKA-R1A activ, PfHsp90 yeast 2, PKA-R2B activ, OPRM1-OPRD1 inv, MOR-DOR ag, phage Ecoli inh, Mot1-301 SUMO
CCOC(=O)C1(Cc2ccccc2C)CCCN(C(=O)c2cc(C3CC3)[nH]n2)C1 (stereo not drawn)
 : 0.7, 3, 0.0, 12, 10, 36, -6, 22, -4.6, 4.4, -21
CC(=O)Nc1ccc(S(=O)(=O)N[C@@H](C)C(=O)Nc2ccc(N3CCOCC3)cc2)cc1
 : 2.4, -15, 1.8, -1, -10, 9, 6, 9, -2.1, 2.9, -4
O=C(CSc1ccccc1)NCCCc1ccccc1
 : -2.9, 2, -1.1, 2, -7, x, 4, 2, -0.4, 1.8, -11
O=C(COC(=O)CCC1CCCC1)Nc1ccccc1Sc1ccccc1
 : 3.2, 9, -0.4, -4, -2, -2, 4, 2, -0.5, 2.8, -1

Source: PubChem BioAssay
